C2C12 statin: suppression of simvastatin myotoxicity; C2C12 myotubes + simvastatin, ATP luminescence, 48 h; scaled: DMSO 0, geranylgeraniol control 100; rescue of ATP level, % at 7.49 µM; 330,000 compounds, 0.78% hits;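 active = mean ATP rescue above about 67%, or every replicate alone reaching that limit, limit read from the data, passing the limit was not always enough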;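 also: myotubes were challenged with 10 µM simvastatin during compound exposure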
PGC1a acetyl inh: PGC1a acetylation modulation, inhibitor mode. inhibition, % at 15.6 µM. AID 651687. U2OS PGC1a acetylation, AlphaScreen anti-acetyl-lysine; with virally co-expressed GCN5 acetyltransferase. 350,000 compounds, 0.17% hits;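 active = every replicate shows inhibition of at least 40%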;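 also: 0% = neutral control wells and 100% = positive control wells; some results beyond the cut were filed as inactive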
S100A4 MyoIIA: blocks human S100A4 binding to myosin IIA peptide; AID 652163; S100A4/TAMRA-MyoIIA peptide fluorescence polarization; 360,000 compounds, 0.14% hits; inhibition, % at 10.7 µM; P26447;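 active = mean inhibition of at least 70% across replicates, with every replicate also reaching that level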
Target sequence (P26447 whole entry, looked up): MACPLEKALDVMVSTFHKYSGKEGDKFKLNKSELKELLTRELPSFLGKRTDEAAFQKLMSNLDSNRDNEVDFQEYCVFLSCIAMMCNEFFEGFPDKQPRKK
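Material: S100A4 monomer protein / Buffer or medium: 50 mM HEPES pH 7.2, 10 mM CaCl2, 100 mM KCl / Times: 5 min incubation before reading / Benchmarks: neutral control DMSO, positive control TFP / Reagent: labelled myosin peptide probe, 5 nM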
Xi reactivation: reactivates the inactive X chromosome in mouse fibroblasts; XiGFP mouse fibroblasts, % GFP-positive cells imaging, 3 d; cells co-treated with 5-aza-dC sensitizer; scaled so ellipticine positive control = 100%; activation, % at 7.58 µM; 360,000 compounds, 0.055% hits;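 active = mean normalized replicate activation at least 10% and every replicate at or above 10%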;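 also: 0% = median of on-plate neutral control wells and 100% = ellipticine 6 µM median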
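Material: XiGFP fibroblasts, SV40-immortalized. Buffer or medium: DMEM plus 5-aza-dC sensitizer. Compound: single concentration per compound, delivered by pin transfer. Times: 3 days compound exposure. Controls: ellipticine 6 µM.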
Cneo AK release: causes C. neoformans cell lysis | adenylate kinase release luminescence, 4 h; normalised: neutral wells 0, clomiphene wells 100 | lysis activity, % at 15 µM | 360,000 compounds, 0.2% hits;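 active = mean lysis activity across replicates of at least 80%, whatever share of replicates individually reach that level; inactive = mean lysis activity below 80%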
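Test system: log-phase Cryptococcus neoformans yeast cells; Quantity: yeast cell density of 5 × 10^6 cells/mL; Buffer or medium: YPD; Doses: single compound concentration per well; Timing: 4 h at 37 °C static, read 1 h later; Measured by: AK luminescence; Read-out basis: lysis from increased AK signal; Control set: Clomiphene as positive control.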
ERAP1 HTS inh: ERAP1 (human) enzyme inhibition | Q9NZ08 | recombinant ERAP1, Leu-AMC fluorescence, 60 min | inhibition, % at 10.7 µM | 340,000 compounds, 0.15% hits;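 active = mean replicate inhibition of at least 30%, or all replicates individually reaching that 30% level; inactive = mean below 30% and not every replicate reaching it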;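 also: 0% = neutral control wells and 100% = L-leucinethiol positive control wells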
LGR2 antag: Drosophila LGR2 receptor signaling inhibition; 380,000 compounds, 0.35% hits; HEK293 LGR2, CRE-luciferase, bursicon-stimulated, 4 h; inhibition, % at 9.99 µM;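 active = drop in luminescence signal, shown as inhibition above about 50% in the replicate tests, limit read from the data, passing the limit was not always enough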;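 also: agonist challenge used bursicon conditioned medium at about half maximal strength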
SIRT5 block: blocks human SIRT5 desuccinylation of peptide. Q9NXA8. Purified SirT5, succinyl-peptide AMC, trypsin-coupled fluorescence. inhibition, % at 15 µM. 330,000 compounds, 1.1% hits. AID 652115; in the data active = inhibition above about 15%
Target sequence (Q9NXA8 whole entry, looked up): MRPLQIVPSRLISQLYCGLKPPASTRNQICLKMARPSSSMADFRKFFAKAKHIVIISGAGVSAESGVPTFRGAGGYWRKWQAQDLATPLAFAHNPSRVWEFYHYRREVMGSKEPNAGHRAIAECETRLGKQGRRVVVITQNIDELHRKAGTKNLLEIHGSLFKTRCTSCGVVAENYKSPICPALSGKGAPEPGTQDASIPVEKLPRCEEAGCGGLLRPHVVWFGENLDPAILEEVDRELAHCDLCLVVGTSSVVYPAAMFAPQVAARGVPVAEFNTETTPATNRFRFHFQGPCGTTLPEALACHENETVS
Numbers without * were called inactive; · = not tested or not shown; & = joins results of further samples. Not all compounds are listed; count on the stated rates, not on these rows.

Letter code: A = C2C12 statin; B = PGC1a acetyl inh; C = S100A4 MyoIIA; D = Xi reactivation; E = Cneo AK release; F = ERAP1 HTS inh; G = LGR2 antag; H = SIRT5 block
smiles: COc1ccc(CC(=O)N(C)C2CCCCC2)cc1S(=O)(=O)N1CCOCC1
  A = ·; B = ·; C = 2; D = 0.3; E = ·; F = -3; G = -14; H = -1

smiles: CCOC(=O)CSc1ccc2nnc(CCNS(=O)(=O)c3ccc(C)cc3)n2n1
  A = ·; B = ·; C = 0; D = 0.1; E = ·; F = 2; G = ·; H = -3

smiles: O=C1C(CN2CCCC2)CCCC1CN1CCCC1 (configuration not stated)
  A = ·; B = 2; C = 13; D = 0.0; E = ·; F = -2; G = -15; H = -5

smiles: Cc1ccc(-n2c(=S)[nH]c3c(oc4ccccc43)c2=O)cc1
  A = 9; B = 10; C = ·; D = 0.2; E = 0; F = ·; G = -8; H = ·

smiles: Cc1ccc(S(=O)(=O)Nc2ccc3c(c2)C(=O)N([C@@H](C)CO)C[C@H](C)[C@@H](CN(C)CC2CC2)O3)cc1
  A = 12; B = -13; C = 0; D = -0.1; E = -1; F = -2; G = -21; H = 1

smiles: COc1ccc2c3c([nH]c2c1)[C@H](CO)N(Cc1ccccn1)CC31CCN(C(C)=O)CC1
  A = ·; B = 1; C = -1; D = 0.0; E = ·; F = -2; G = 8; H = ·

smiles: CCOC(=O)Cn1nc(C)cc1NC(=O)c1cccnc1
  A = 14; B = ·; C = 2; D = 0.0; E = 0; F = 2; G = -7; H = -2

smiles: CCC(=O)N1CC(=O)N2[C@H](CO)[C@@H](c3ccc(C#Cc4cccc(OC)c4)cc3)[C@H]2C1
  A = ·; B = -14; C = -1; D = 0.0; E = ·; F = 1; G = 4; H = 0

smiles: Clc1cccc(N2CCN(CCCN3CCN(c4ccccc4)CC3)CC2)c1
  A = -8; B = 1; C = -1; D = -0.1; E = 1; F = -1; G = 3; H = ·

smiles: C[C@H](O)C#Cc1cnc2c(c1)C(=O)N([C@H](C)CO)C[C@H](C)[C@H](CN(C)C(=O)Nc1ccc(C(F)(F)F)cc1)O2
  A = -4; B = -6; C = -6; D = -0.7; E = 7; F = -2; G = 24; H = 2

smiles: CCOC(=O)[C@H]1O[C@@H]1C(=O)N[C@@H](CC(C)C)C(=O)NCCC(C)C
  A = 6; B = -5; C = -10; D = ·; E = -3; F = ·; G = ·; H = ·

smiles: C[C@@H]1CN([C@@H](C)CO)C(=O)c2cc(NC(=O)CCN3CCOCC3)ccc2O[C@H]1CN(C)Cc1ccc(Cl)c(Cl)c1
  A = -18; B = 3; C = 6; D = 0.4; E = 56; F = 1; G = -17; H = 0

smiles: O=C(NC1=NCCS1)c1ccc(Cl)s1
  A = -8; B = 26; C = ·; D = ·; E = -2; F = ·; G = -74; H = ·

smiles: CC(C)COC(=O)N(C)C[C@H]1OCc2cnnn2CCCC(=O)N([C@H](C)CO)C[C@H]1C
  A = 1&14&-2; B = 8&9&9; C = -5&-4&0; D = 0.7&-0.2; E = 10&-4&19; F = -1&-3&-3; G = 5&-1; H = -8&7&-5

smiles: C[C@@H]1CN([C@@H](C)CO)S(=O)(=O)c2ccc(-c3cccc(C#N)c3)cc2O[C@H]1CN(C)C(=O)C1CC1
  A = -8; B = -2; C = -14; D = -0.5; E = -4; F = 1; G = -17; H = -1

smiles: COc1ccc(NC(=O)N(C)C[C@H]2Oc3ccc(NS(=O)(=O)c4ccc(C)cc4)cc3C(=O)N([C@@H](C)CO)C[C@@H]2C)cc1
  A = 13; B = -32; C = ·; D = 0.0; E = ·; F = ·; G = 11; H = ·

smiles: CCOc1nc(OCC)nc(N2CCC(C)CC2)n1
  A = 13; B = 3; C = ·; D = ·; E = 6; F = ·; G = -39; H = ·

smiles: CN1CCC(OC(=O)c2cc3cc(Br)ccc3oc2=O)CC1
  A = -1; B = 16; C = 1; D = 0.0; E = 2; F = -1; G = -2; H = 0

smiles: CO[C@@H](CN(C)Cc1ccc(-c2ccccn2)cc1)[C@H](C)CN(C(=O)Nc1ccc(F)cc1)[C@@H](C)CO
  A = 7; B = -4; C = -2; D = 0.1; E = -13; F = -4; G = 12; H = -2

smiles: COC(=O)c1ccccc1NC(=O)CN1CCCCC1
  A = 1; B = 4; C = -12; D = -0.1; E = ·; F = 0; G = -13; H = 1

smiles: CN1CCN(CC(=O)Nc2cccc(S(=O)(=O)N(C)c3ccccc3)c2)CC1
  A = 0; B = -3; C = 8; D = 0.2; E = 1; F = -1; G = ·; H = -2

smiles: CCN(CC)CCN(C)C(=O)c1ccc(OC2CCN(C(=O)C3CC3)CC2)cc1
  A = -4; B = ·; C = -1; D = 0.2; E = 2; F = 0; G = -21; H = -1

smiles: CC1(C)Cc2c(sc(NC(=O)C(=O)NCC3CCCO3)c2C(N)=O)CO1 (configuration not stated)
  A = -6; B = -14; C = -3; D = 0.1; E = ·; F = 5; G = 3; H = -14

smiles: COc1cc2[nH]c(O)c(C=O)c2cc1OC
  A = -4; B = -2; C = 1; D = -0.1; E = 0; F = -5; G = 5; H = -6

smiles: Cc1noc(C)c1NC(=O)Nc1ccc2c(c1)C(=O)N([C@H](C)CO)C[C@H](C)[C@H](CN(C)Cc1ccc(C(F)(F)F)cc1)OCCCC[C@H](C)O2
  A = ·; B = -8; C = 5; D = 6.1; E = 0; F = 6; G = -3; H = 13

smiles: COC(=O)c1sccc1N/C=C(\C#N)S(=O)(=O)C(C)(C)C
  A = ·; B = -6; C = 18; D = 0.0; E = 3; F = 3; G = -5; H = 2

smiles: CC1(C)O[C@@H]2[C@H](O1)[C@@H](COS(=O)(=O)O)O[C@H]2n1ccc(=O)[nH]c1=O
  A = -5; B = ·; C = 2; D = 0.4; E = 2; F = -3; G = -22; H = ·

smiles: Cc1cc(Br)ccc1OCCCCN1CCC(C)CC1
  A = ·; B = ·; C = -3; D = 0.0; E = ·; F = 1; G = -4; H = -2

smiles: NC(=O)NN=C(C1CC1)C1CC1
  A = -5; B = -4; C = -5; D = 0.0; E = 4; F = 1; G = -17; H = ·

smiles: CCOC(=O)c1cc(NC(=O)CNCC(c2ccccc2)N(C)C)cc(C(=O)OCC)c1 (configuration not stated)
  A = 9; B = -22; C = 16; D = 0.0; E = -5; F = -5; G = 3; H = -2

smiles: Cn1c(CN2CCOCC2)nnc1SCc1ccc(C#N)cc1
  A = ·; B = 0; C = -4; D = -0.2; E = ·; F = 1; G = 15; H = -3

smiles: Cc1cc(C)c(NC(=O)CSc2nnc(CNC(=O)c3c(F)cccc3Cl)o2)c(C)c1
  A = 2; B = 1; C = 1; D = 0.1; E = 1; F = -4; G = -3; H = -7

smiles: O=C(OC1CCOC1=O)c1cc(-c2ccc(Cl)cc2)nc2ccccc12 (configuration not stated)
  A = -33; B = 4; C = -3; D = ·; E = 10; F = -3; G = -1; H = -4

smiles: COc1ccc(-n2nc3c(N4CCC(C(=O)NCc5cccc(C)c5)CC4)nnc(C)c3c2C)cc1
  A = -7; B = ·; C = -12; D = 0.0; E = 0; F = 0; G = -12; H = -1

smiles: Cc1ccc(/C=C(/C#N)C(=O)NC(=O)Oc2ccccc2)cc1
  A = -14; B = -3; C = -2; D = ·; E = -1; F = 2; G = -6; H = 4

smiles: Cn1c2c(c(=O)n3ncnc13)CCCC2
  A = -3; B = 4; C = -3; D = -0.1; E = ·; F = 2; G = 7; H = -1

smiles: C[C@@H]1CCCCO[C@H](CN(C)C(=O)c2ccncc2)[C@H](C)CN([C@@H](C)CO)C(=O)c2cc(NS(C)(=O)=O)ccc2O1
  A = ·; B = 10; C = -6; D = -0.8; E = -2; F = 2; G = 9; H = -5

smiles: COCC(=O)Nc1ccc2c(c1)C(=O)N(C)C[C@H](OC)[C@H](C)CN[C@@H](C)CO2
  A = 11; B = 10; C = ·; D = -0.2; E = -5; F = ·; G = 9; H = ·

smiles: COc1ccc(-c2csc3nc(-c4ccccc4)oc(=O)c23)cc1OC
  A = 7; B = 1; C = -2; D = 0.1; E = 12; F = -1; G = 16; H = -1

smiles: O=C([C@H]1N[C@H]2c3ccc(/C=C/c4ccccc4)c(=O)n3C[C@H]2[C@@H]1CO)N1CCCCC1
  A = 16; B = ·; C = -2; D = 0.0; E = -3; F = 0; G = 3; H = -69

smiles: C[C@@H]1CCCCO[C@@H](CN(C)S(=O)(=O)c2cn(C)cn2)[C@@H](C)CN([C@H](C)CO)C(=O)c2cc(NS(=O)(=O)c3cn(C)cn3)ccc2O1
  A = ·; B = 1; C = 10; D = 0.1; E = 1; F = 1; G = -2; H = 1

smiles: COc1ccc(C2CC(c3cccs3)=NN2C(=O)COC(=O)c2cncc(Br)c2)cc1OC (configuration not stated)
  A = 7; B = -1; C = -4; D = 0.0; E = 1; F = 1; G = -3; H = -3

smiles: CC1CCCCN1CCNC(=O)c1ccc2c(c1)N(Cc1ccccc1)C(=O)c1ccccc1S2(=O)=O (configuration not stated)
  A = -17; B = 30; C = -16; D = 0.0; E = 1; F = -5; G = -14; H = -4

smiles: CN(C)C(CNC(=O)c1cc(S(=O)(=O)N(C)c2ccccc2)ccc1Cl)c1cccs1 (configuration not stated)
  A = -12; B = 15; C = 0; D = 0.0; E = 0; F = 4; G = 9; H = 0

smiles: O=C(COC(=O)c1ccc(S(=O)(=O)N2CCCC2)cc1)Nc1ccc(F)cc1F
  A = -1; B = -3; C = 2; D = 0.2; E = 1; F = -4; G = -21; H = -3

smiles: O=C1C(C=Nc2ccc(F)cc2)=C(O)c2ccccc21
  A = -5; B = -3; C = -8; D = 0.1; E = -4; F = -4; G = 14; H = -4

smiles: COc1ccc(OC)c(/C=N/NC(=O)CCc2c(C)n[nH]c2C)c1
  A = ·; B = 2; C = 7; D = 0.3; E = -1; F = 8; G = 4; H = -13

smiles: CCc1cc2c(-c3ccccc3)cc(=O)oc2cc1OC(C)C(=O)O (configuration not stated)
  A = -6; B = ·; C = -16; D = 0.0; E = -1; F = -1; G = -7; H = 4

Shown with two lines to a compound: part of the list above
Second line of a record: C2C12 statin | PGC1a acetyl inh | S100A4 MyoIIA | Xi reactivation | Cneo AK release | ERAP1 HTS inh | LGR2 antag | SIRT5 block
C[C@@H]1CCCCO[C@@H](CN(C)S(=O)(=O)c2cn(C)cn2)[C@@H](C)CN([C@H](C)CO)C(=O)c2cc(NS(=O)(=O)c3cn(C)cn3)ccc2O1
→ · | 1 | 10 | 0.1 | 1 | 1 | -2 | 1
COc1ccc(C2CC(c3cccs3)=NN2C(=O)COC(=O)c2cncc(Br)c2)cc1OC (configuration not stated)
→ 7 | -1 | -4 | 0.0 | 1 | 1 | -3 | -3
CC1CCCCN1CCNC(=O)c1ccc2c(c1)N(Cc1ccccc1)C(=O)c1ccccc1S2(=O)=O (configuration not stated)
→ -17 | 30 | -16 | 0.0 | 1 | -5 | -14 | -4
CN(C)C(CNC(=O)c1cc(S(=O)(=O)N(C)c2ccccc2)ccc1Cl)c1cccs1 (configuration not stated)
→ -12 | 15 | 0 | 0.0 | 0 | 4 | 9 | 0
O=C(COC(=O)c1ccc(S(=O)(=O)N2CCCC2)cc1)Nc1ccc(F)cc1F
→ -1 | -3 | 2 | 0.2 | 1 | -4 | -21 | -3
O=C1C(C=Nc2ccc(F)cc2)=C(O)c2ccccc21
→ -5 | -3 | -8 | 0.1 | -4 | -4 | 14 | -4
COc1ccc(OC)c(/C=N/NC(=O)CCc2c(C)n[nH]c2C)c1
→ · | 2 | 7 | 0.3 | -1 | 8 | 4 | -13
CCc1cc2c(-c3ccccc3)cc(=O)oc2cc1OC(C)C(=O)O (configuration not stated)
→ -6 | · | -16 | 0.0 | -1 | -1 | -7 | 4

Compound activity from PubChem.
